# From PubChem
# rCAG binder = molecules binding r(CAG) RNA repeats. r(CAG) RNA repeat, TO-PRO-1 dye displacement fluorescence. inhibition, % at 3 µM. 370,000 tested, 1.3% active. AID 651821;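 active means inhibition above the plate cutoff, the mean of all test compounds on that plate plus 3 SD, cut at about 35% in these data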;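 further: 0% = DMSO alone and 100% = 100 µM mitoxantrone as full dye displacement; higher means more dye released from RNA so lower well fluorescence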
# mABHD4 FP = inhibits mouse alpha/beta hydrolase domain 4 | purified mABHD4, FP-Rh probe fluorescence polarization | 370,000 tested, 0.54% active | inhibition, % at 8.92 µM | AID 720543;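 active means inhibition exceeding the mean over every tested compound plus 3 SD, cut at about 30% in these data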;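 further: 0% = plate median of compound wells and 100% = S159A mutant with DMSO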
#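 assay system = mABHD4 protein | compound dosing = single nominal dose of 8.92 µM, 0.89% DMSO final | read-out basis = percent inhibition of probe binding, normalized to plate controls | schedule = Enzyme–compound pre-incubation 45 min, then probe 60 min, both 25 °C | detection = fluorescence polarization, excitation 525 nm, emission 598 nm, BODIPY TMR filters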
# SMARCA2 activ = increases SMARCA2 function in MMTV reporter cells; MG213 cells, MMTV-luciferase reporter, dexamethasone, overnight; 370,000 tested, 1% active; activation, % at 9.1 µM; in the data active means activation above about 7.8%;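 further: 0% = vehicle wells and 100% = reference activator wells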
# NR1D1 modulator = Rev-erb alpha (human) modulation. P20393. Rev-erbα–FITC-DNA binding, fluorescence polarization, 90 min. activity, % at 10 µM. 370,000 tested, 0.79% active;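 active means activity above about 14%, limit read from the data; passing the limit was not always enough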;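 further: 0% = DMSO wells with 35 nM protein and 100% = DMSO wells with 750 nM protein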
# GC-B act = GC-B (human) receptor activation; activation, % at 10 µM; 370,000 tested, 0.11% active; HEK293-GC-B cells, CNP EC30, cGMP TR-FRET; 0% at EC30 CNP, 100% saturating CNP;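 active means activation at 10 µM reaching about 35% in either raw or pattern-adjusted values, limit read from the data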
# GC-A act = GC-A (human) enzyme activation | P16066 | HEK293 GC-A cells, cGMP TR-FRET, EC30 ANP; 0% at EC30 ANP, 100% saturating ANP | activation, % at 10 µM | 370,000 tested, 0.14% active; in the data active means activation above about 40%
# Target sequence (P16066 whole entry, looked up): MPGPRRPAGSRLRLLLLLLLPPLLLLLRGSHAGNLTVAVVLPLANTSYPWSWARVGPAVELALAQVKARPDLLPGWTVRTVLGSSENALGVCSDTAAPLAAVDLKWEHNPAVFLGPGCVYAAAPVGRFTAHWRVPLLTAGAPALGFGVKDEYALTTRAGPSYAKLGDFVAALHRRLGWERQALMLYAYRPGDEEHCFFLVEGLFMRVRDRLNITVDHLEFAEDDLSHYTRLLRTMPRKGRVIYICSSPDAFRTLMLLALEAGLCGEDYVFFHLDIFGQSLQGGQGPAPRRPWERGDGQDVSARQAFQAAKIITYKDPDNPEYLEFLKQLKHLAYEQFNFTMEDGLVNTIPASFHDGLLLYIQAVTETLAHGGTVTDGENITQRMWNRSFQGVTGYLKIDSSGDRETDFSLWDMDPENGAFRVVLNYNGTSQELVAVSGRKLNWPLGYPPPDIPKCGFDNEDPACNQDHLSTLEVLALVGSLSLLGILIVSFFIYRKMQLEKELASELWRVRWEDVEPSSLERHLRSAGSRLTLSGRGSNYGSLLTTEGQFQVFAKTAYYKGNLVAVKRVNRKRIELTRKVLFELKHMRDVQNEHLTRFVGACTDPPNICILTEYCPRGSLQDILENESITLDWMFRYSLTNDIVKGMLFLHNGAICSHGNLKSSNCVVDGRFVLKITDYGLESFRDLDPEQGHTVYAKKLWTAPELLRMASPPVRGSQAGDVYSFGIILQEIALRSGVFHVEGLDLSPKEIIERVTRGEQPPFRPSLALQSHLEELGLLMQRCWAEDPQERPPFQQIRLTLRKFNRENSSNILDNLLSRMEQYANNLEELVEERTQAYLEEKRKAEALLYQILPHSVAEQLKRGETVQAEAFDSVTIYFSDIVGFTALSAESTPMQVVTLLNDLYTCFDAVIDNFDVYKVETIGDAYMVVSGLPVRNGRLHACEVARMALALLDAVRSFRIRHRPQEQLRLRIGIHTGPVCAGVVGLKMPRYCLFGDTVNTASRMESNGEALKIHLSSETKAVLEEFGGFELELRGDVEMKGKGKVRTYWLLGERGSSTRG
# PG9 binder = small molecules binding HIV-1 gp120 antibody PG9 | 360,000 tested, 0.43% active | inhibition, % at 6.7 µM | TR-FRET gp120-PG9 antibody binding; in the data active means inhibition above about 8.5%
# HTRA1 inhibitor = HTRA1 (human) protease inhibition; AID 504803; inhibition, % at 5.96 µM; recombinant HTRA1, FP-rhodamine activity-based probe, fluorescence polarization; 340,000 tested, 0.5% active; Q92743; in the data active means inhibition above about 36%;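 further: 0% = enzyme with DMSO and 100% = wells lacking enzyme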
# ASAP1 inh = blocks human ASAP1-stimulated Arf1 GTP hydrolysis. Q9ULH1. GDP FP detection. inhibition, % at 16.5 µM. 360,000 tested, 0.19% active; in the data active means inhibition above about 25%;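 further: 0% = vehicle with enzyme and substrate and 100% = no enzyme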
# ARFGAP1 inh = rat ARFGAP1 inhibition; Arfgap1-stimulated ARF1 GTP hydrolysis, GDP FP detection; inhibition, % at 16.5 µM; 360,000 tested, 0.26% active; AID 651572;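 active means inhibition above a per-plate limit, mean inhibition of low control wells plus 3 SD, cut at about 25% in these data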;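 further: 0% = DMSO wells with enzyme and 100% = wells lacking Arfgap1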
#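 Material: rat Arfgap1 catalytic domain, aa 1-136; also added: human ARF1(Δ1-17)-GTP substrate; compound dosing: one concentration, 16.5 µM, DMSO 1.26%; incubation: GTP hydrolysis reaction 2 h at 25 °C; measured by: Tracer-displacement fluorescence polarization with EDTA stop, 620/688 nm; evaluation: % inhibition from polarization; repeats: one replicate per compound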
# The depositor's hits bear a star; · = not tested or not shown.
entry	molecule	HTRA1 inhibitor	GC-A act	ASAP1 inh	NR1D1 modulator	rCAG binder	PG9 binder	SMARCA2 activ	mABHD4 FP	ARFGAP1 inh	GC-B act
1	Nc1cc2ccccc2oc1=O	-2	7	-9	0	1	-3.6	0	-5	12	-5
2	COC(=O)c1ncn(C2OC(COC(C)=O)C(OC(C)=O)C2OC(C)=O)n1 (configuration not stated)	0	0	9	3	0	-0.3	-1	-1	5	5
3	CC(C)(C)c1cc(NC(=O)CCl)n(-c2ccccc2)n1	0	-1	8	-1	0	0.0	-1	6	-9	1
4	CCC(Sc1nnc(-c2ccc(C)c(Cl)c2)n1CC)C(=O)Nc1nccs1 (configuration not stated)	-7	1	-2	3	-8	-0.9	-5	-1	-6	-2
5	CCC[C@H]1[C@@H](OC(=O)NCc2ccc(C)o2)CC[C@@]23CCCN2C(=O)CCC[C@@H]13	·	-13	·	5	·	·	·	3	·	-14
6	Cc1nc(SCC(=O)N2CCN(C(=O)c3ccco3)CC2)c2c(C)c(C)sc2n1	0	-3	1	-1	0	-3.5	-2	-5	2	-6
7	CC1CCCC(C)N1C(=O)c1cc(-c2ccc(Cl)c(Cl)c2)on1 (configuration not stated)	0	1	5	2	-2	-1.3	-1	2	4	2
8	CN1CCN(S(=O)(=O)c2ccc([N+](=O)[O-])cc2)CC1	5	0	9	-5	-1	0.3	0	-1	12	4
9	CCCNC(=O)Cc1cc(=O)[nH]c(=O)[nH]1	4	-2	-14	-5	3	0.1	-2	3	6	-2
10	O=C(CCCO)N/N=C/c1cc(Br)ccc1O	4	2	8	-3	3	-0.9	-4	2	5	1
11	O=C(NCCc1c[nH]c2ccccc12)c1ccccc1	2	1	-1	0	-2	-2.1	2	2	2	1
12	CCCc1cc(=O)oc2cc(C)cc(OC(C)C(=O)NCCN3CCOCC3)c12 (configuration not stated)	2	-4	9	-4	-10	-1.5	-2	3	5	-14
13	N#Cc1ccsc1NC(=O)CSc1nnc(-c2ccccc2)o1	-4	0	-8	-1	18	4.0	19*	0	-3	-9
14	COC(=O)c1c(NC(=O)c2nc3ccccc3s2)sc2c1CC(C)(C)NC2(C)C	-16	12	1	-8	6	1.0	7	2	9	-11
15	Cc1cc(OC(=O)C(c2ccccc2)c2ccccc2)c([N+](=O)[O-])c(=O)[nH]1	6	0	9	4	0	1.9	-2	-1	1	1
16	O=c1oc2ccccc2c(Nc2ccc3ncccc3c2)c1[N+](=O)[O-]	1	-3	-10	4	16	-3.4	-2	8	-1	1
17	C[C@@H]1CN([C@H](C)CO)C(=O)CCCn2cc(nn2)CO[C@H]1CN(C)C(=O)c1ccc(N2CCN(C)CC2)cc1	·	0	-3	-2	0	-2.1	-5	2	-2	-3
18	CCOC(=O)C1CCN(C(=O)C2CCCN2S(=O)(=O)c2ccc(Cl)cc2)CC1 (configuration not stated)	3	2	-21	2	-10	-0.7	-2	-2	-1	-1
19	Cc1ccc(/C=N/NC(=S)NC2CCS(=O)(=O)C2)cc1 (configuration not stated)	-4	0	-4	1	0	-0.4	-1	2	8	-2
20	COc1cc(C(Nc2ccc3c(c2)OCO3)C(=O)NC2CCCCC2)cc(OC)c1OC (configuration not stated)	4	1	3	-3	-2	-1.2	-4	4	15	-3
21	CC(=O)NNC(=O)c1[nH]c2ccc(Cl)cc2c1-c1ccccc1	-10	-5	5	8	0	-2.2	-3	-6	9	-4
22	CCOc1cc2c3c(c1)C1(OCCO1)C(=O)N3C(C)(C)CC2C (configuration not stated)	0	0	4	-2	-8	-1.1	1	-2	2	-2
23	CCc1nccn1S(=O)(=O)c1ccc(OC)c(OC)c1	1	7	-3	5	1	0.6	-7	7	0	4
24	N#C/C(=C1\CCCN1)c1nc2ccccc2c(=O)[nH]1	-4	-11	8	7	3	-0.1	0	-2	0	-9
25	O=C(Nc1ccccc1F)C1CCCN(S(=O)(=O)c2cccc3cccnc23)C1 (configuration not stated)	-4	-2	-1	-1	0	-0.9	-1	2	-6	-3
26	C=CCn1c(=NC(=O)c2cccc(N3C(=O)CCC3=O)c2)sc2cccc(OC)c21	-11	0	-3	1	2	0.7	-2	-2	-11	8
27	CN(C)c1ccc(-c2nnn(CC(=O)Nc3ccccc3N3CCOCC3)n2)cc1	0	3	0	-3	-5	-1.4	-6	-6	25	3
28	CN1CCN(S(=O)(=O)c2ccc(Br)c3ccccc23)CC1	6	-1	-10	7	-7	-0.5	-2	-1	5	4
29	CC1CN(Cc2ccc(C#N)cc2Cl)CC(C)O1 (configuration not stated)	3	1	14	-2	-1	-0.1	0	4	1	5
30	O=C(CN1CCN(Cc2ccccc2)CC1)c1ccccc1	0	0	-7	1	3	0.6	0	5	17	-9

# Copied from the list.
# Result for entry 12 in PG9 binder: -1.5
# Result for entry 28 in mABHD4 FP: -1

# Structures from the list above that contain an aryl thioether with sulfur outside any ring (3):
entry	molecule	HTRA1 inhibitor	GC-A act	ASAP1 inh	NR1D1 modulator	rCAG binder	PG9 binder	SMARCA2 activ	mABHD4 FP	ARFGAP1 inh	GC-B act
4	CCC(Sc1nnc(-c2ccc(C)c(Cl)c2)n1CC)C(=O)Nc1nccs1 (configuration not stated)	-7	1	-2	3	-8	-0.9	-5	-1	-6	-2
6	Cc1nc(SCC(=O)N2CCN(C(=O)c3ccco3)CC2)c2c(C)c(C)sc2n1	0	-3	1	-1	0	-3.5	-2	-5	2	-6
13	N#Cc1ccsc1NC(=O)CSc1nnc(-c2ccccc2)o1	-4	0	-8	-1	18	4.0	19*	0	-3	-9

# Some of these compounds in order of the NR1D1 modulator value, descending:
item	Molecule	NR1D1 modulator
21	CC(=O)NNC(=O)c1[nH]c2ccc(Cl)cc2c1-c1ccccc1	8
2	COC(=O)c1ncn(C2OC(COC(C)=O)C(OC(C)=O)C2OC(C)=O)n1 (configuration not stated)	3
19	Cc1ccc(/C=N/NC(=S)NC2CCS(=O)(=O)C2)cc1 (configuration not stated)	1

# The list continues:
entry	molecule	HTRA1 inhibitor	GC-A act	ASAP1 inh	NR1D1 modulator	rCAG binder	PG9 binder	SMARCA2 activ	mABHD4 FP	ARFGAP1 inh	GC-B act
31	Cc1ccccc1C(=O)N1CCN(c2ccc(NC(=O)c3cccs3)cc2)CC1	1	2	12	-2	-3	-0.8	-2	-1	2	2
32	COc1ccccc1N1CCN(C(=O)CSc2nc(C)c(Cc3ccccc3)c(=O)[nH]2)CC1	-5	0	6	1	-3	-1.2	-3	4	8	3
33	O=C(CNC(=O)c1ccccc1)NCC(=O)OCC(=O)c1ccc([N+](=O)[O-])cc1	-1	2	0	-4	-2	0.2	-2	4	-2	2
34	Cc1ccc(C(=O)COC(=O)CCN2C(=O)C3C4CCC(C4)C3C2=O)cc1C (configuration not stated)	2	0	-4	1	-11	-0.3	4	-7	5	6
35	Cc1ccc(NC(=S)NC(=O)C2CCCC2)c(Br)c1	-23	1	12	3	0	2.1	6	5	-6	9
36	C=C(C)Cn1c(SCC(=O)O)nnc1-c1ccc(C(C)(C)C)cc1	3	-2	-11	-1	15	-0.9	1	-2	-4	-1
37	C=CCNC(=O)c1onc(CSc2ccc(C)c(C)c2)c1C(=O)O	-6	0	5	2	16	-0.2	3	-2	0	4
38	N#CCCN(Cc1cccnc1)C(=S)NCc1ccco1	2	5	11	4	2	-1.3	2	-1	1	13
39	CCC1=NN2C(=N)/C(=C\c3ccc(OCCOc4ccccc4)c(OC)c3)C(=O)N=C2S1	·	1	10	-7	8	-2.0	2	5	4	-7
40	CCOc1ccc2nc(NC(=O)CSc3cn[nH]n3)sc2c1	5	1	2	-5	4	-0.3	12*	-5	17	-5
41	COCCCNC(=S)N1CCN(Cc2ccc3c(c2)OCO3)CC1	-1	0	-10	2	-3	-2.4	-2	3	-12	3
42	O=C(Nc1cccc2cccnc12)c1cccnc1	2	-1	5	-2	-1	0.1	0	5	-2	1
43	O=S(=O)(Nc1ccc(Cl)cn1)c1ccc2c(c1)OCCO2	3	4	4	3	2	0.6	-2	9	6	5
44	Cc1cc(C(=O)NNC(=O)C2CCCC2)c(C)o1	1	0	8	5	-5	0.6	1	6	-9	-3
45	O=C(O)CN(Cc1ccco1)S(=O)(=O)c1ccccc1	-3	0	-1	6	2	0.1	-1	-2	5	-2
46	N#C/C(=C(/O)COc1ccccc1)c1nnc2n1CCCCC2	7	0	-2	8	3	-1.7	1	-2	-3	-2
47	CC(=O)c1cc(-c2ccccc2)n(CC(=O)Nc2cc(C)cc(C)c2)c1C	-4	-12	8	4	-1	-2.0	4	-7	3	-3
48	Cc1ccc(NC(=O)CSc2nc3[nH]c(=O)cc(O)c3s2)c(Br)c1	-8	-3	-5	5	27	-1.6	-3	5	-8	1
49	COc1cc2c(cc1OC)C(Nn1cnnc1)=NC1(CCCC1)C2	7	2	-10	0	3	-0.8	-1	-3	-9	2
50	O=C(/C=C/c1cccc([N+](=O)[O-])c1)c1ccc([N+](=O)[O-])o1	6	26	-7	0	4	-0.2	1	4	-4	24
51	CCCc1cc(=O)oc2cc(OCC(=O)NCCc3c[nH]c4ccc(OC)cc34)ccc12	-8	-11	7	5	2	-1.6	-2	1	6	-14
52	Cc1ccc(NC(=O)C2=CC=CN3CCS(=O)(=O)N=C23)cc1	-4	0	-6	-3	-1	0.2	2	-6	6	-6

# Single records (already shown). Order of values: HTRA1 inhibitor	GC-A act	ASAP1 inh	NR1D1 modulator	rCAG binder	PG9 binder	SMARCA2 activ	mABHD4 FP	ARFGAP1 inh	GC-B act
# COc1ccccc1N1CCN(C(=O)CSc2nc(C)c(Cc3ccccc3)c(=O)[nH]2)CC1 in the list: -5	0	6	1	-3	-1.2	-3	4	8	3
# C=C(C)Cn1c(SCC(=O)O)nnc1-c1ccc(C(C)(C)C)cc1 in the list: 3	-2	-11	-1	15	-0.9	1	-2	-4	-1
# C=CCNC(=O)c1onc(CSc2ccc(C)c(C)c2)c1C(=O)O in the list: -6	0	5	2	16	-0.2	3	-2	0	4
# COc1cc2c(cc1OC)C(Nn1cnnc1)=NC1(CCCC1)C2 in the list: 7	2	-10	0	3	-0.8	-1	-3	-9	2
